# High-throughput results: PubChem, The Scripps Research Institute Molecular Screening Center
# TCR-CD3 inh = inhibitors of human TCR-CD3 interaction, primary screen, biochemical, fluorescence, TAMRA-labeled TCR probe; inhibition, % at 9.4 µM; hit rate 0.37% among 360,000; in the data active = inhibition above about 19%;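 also: recombinant mutant TCR 2C K166C tagged with TAMRA read by polarization; 0% = receptor in buffer alone and 100% = receptor with positive control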
# PG9 Ab binder = binders of HIV-1 gp120 antibody PG9, primary screen, biochemical, TR-FRET. HIV-1 gp120 / PG9 antibody interaction. TR-FRET gp120-PG9 antibody binding. inhibition, % at 6.7 µM. hit rate 0.43% among 360,000. AID 624416, 2012; in the data active = inhibition above about 8.5%
# HTRA1 inhibitor = HTRA1 serine protease inhibitors, primary screen, biochemical, fluorescence polarization, HTS. hit rate 0.5% among 340,000. recombinant HTRA1, FP-rhodamine activity-based probe. AID 504803, 2011. inhibition, % at 5.96 µM. Q92743; in the data active = inhibition above about 36%;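 also: 0% = enzyme with DMSO and 100% = wells lacking enzyme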
# LEDGF integ inh = blockers of LEDGF/p75-dependent integrase strand transfer – biochemical, TR-FRET, high throughput, primary screen; TR-FRET IN-LEDGF/p75 DNA integration, Eu/Cy5; hit rate 0.64% among 370,000; HIV-1 integrase (with human LEDGF/p75); inhibition, % at 3.7 µM; AID 743269, 2014;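 active = inhibition above the screen-wide mean plus 3 SD, cut at about 13% in these data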;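 also: signal is the Cy5 over europium emission ratio at 671 and 618 nm; 0% = plate median of compound wells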
# TDP2 inh = human TDP2 enzyme inhibitors, primary screen, biochemical, epi absorbance, recombinant enzyme. AID 720702, 2013. hit rate 0.34% among 370,000. Tyrosyl-DNA phosphodiesterase 2 (Homo sapiens), O95551. inhibition, % at 12.8 µM. T5PNP hydrolysis, p-nitrophenol absorbance 415 nm;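 active = inhibition above the mean of all tested compounds plus 3 SD, set per campaign, cut at about 25% in these data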;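 also: 0% = DMSO with enzyme and 100% = buffer with substrate but no TDP2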
#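 test system = human TDP2 enzyme | input = TDP2 enzyme at 120 nM final | medium = 50 mM Tris-HCl pH 7.5 with Mg2+, KCl, DTT, BSA | also added = T5PNP substrate, 5 mM | times = 2 h at 37 °C | technique = epi absorbance | benchmarks = high control without enzyme, low control DMSO plus TDP2 | replication = each compound tested once, singlicate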
# ABHD4 inh = ABHD4 inhibitors, primary screen, biochemical, fluorescence polarization, mouse; inhibition, % at 8.92 µM; AID 720543, 2013; purified mABHD4, FP-Rh probe fluorescence polarization; hit rate 0.54% among 370,000; (Lyso)-N-acylphosphatidylethanolamine lipase (Mus musculus), Q8VD66;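 active = inhibition exceeding the mean over every tested compound plus 3 SD, cut at about 30% in these data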;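 also: 0% = plate median of compound wells and 100% = S159A mutant with DMSO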
# Target sequence (Q8VD66 whole entry, looked up): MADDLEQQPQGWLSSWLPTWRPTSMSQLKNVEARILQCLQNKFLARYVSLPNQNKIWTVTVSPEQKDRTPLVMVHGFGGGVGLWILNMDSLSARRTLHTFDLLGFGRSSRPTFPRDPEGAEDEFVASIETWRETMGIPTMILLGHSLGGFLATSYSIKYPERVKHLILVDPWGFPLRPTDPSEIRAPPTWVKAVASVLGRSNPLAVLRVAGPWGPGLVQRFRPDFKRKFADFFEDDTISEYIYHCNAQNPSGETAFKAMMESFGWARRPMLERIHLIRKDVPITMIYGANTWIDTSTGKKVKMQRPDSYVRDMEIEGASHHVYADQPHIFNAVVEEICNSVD
#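 system = mouse ABHD4 enzyme, wild type | medium = HEPES pH 7.0, NaCl, Pluronic buffer | also added = FP-Rh probe | incubation = Enzyme–compound pre-incubation 45 min, then probe 60 min, both 25 °C | technique = fluorescence polarization, excitation 525 nm, emission 598 nm, BODIPY TMR filters | controls = S159A mutant high control, sample median low control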
# SIAE primary = human SIAE inhibitors, primary screen, biochemical, fluorescence polarization, FP-Rh probe, 1536-well HTS; inhibition, % at 9.66 µM; AID 1053197, 2014; SIAE FP-Rh probe binding; hit rate 0.69% among 370,000;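 active = inhibition above a cutoff: mean of compounds within the control limits plus 3 SD of those, cut at about 17% in these data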;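 also: 0% = plate median of compound wells and 100% = probe without SIAE protein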
# DDE Tn7 FP inh = inhibitors of Tn7 peptide binding to fibrin DD(E), primary screen, biochemical, fluorescence polarization, human fibrin, Tn7 probe | Fibrinogen beta chain (Homo sapiens), P02675 | FP displacement of FITC-Tn7 peptide from fibrin DD(E); 0% = median of compound wells per plate | inhibition, % at 8.3 µM | hit rate 0.13% among 370,000;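 active = inhibition above the mean of compounds falling within the control limits plus 3 SD of them, cut at about 14% in these data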;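 also: 0% = plate median of compound wells and 100% = 10 µM Aha-Tn7 peptide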
#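 Measure: % inhibition scaled between sample-field median and high-control FP; Test system: human fibrin DD(E); Quantity: 2 µM final DD(E) protein; Doses: one dose, 8.3 µM nominal; Schedule: compound with protein 10 min, then 3 h after probe, room temperature; Detection: fluorescence polarization; Medium: Tris buffer with calcium and detergent, pH 7.8.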
# PRMT1 FP inh = PRMT1 methyltransferase inhibitors, primary screen, biochemical, fluorescence polarization; Protein arginine N-methyltransferase 1 (Homo sapiens), Q99873; recombinant PRMT1, activity-based probe fluorescence polarization; inhibition, % at 2.79 µM; hit rate 1.3% among 370,000; AID 652257, 2013;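 active = inhibition above about 21% made by adding two undisclosed values, limit read from the data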
# UHRF1 MBD2 ctr = UHRF1 methylated DNA binding inhibitors, primary screen, counter-screen for MBD2 inhibitor project, biochemical, TR-FRET, human UHRF1, single concentration | E3 ubiquitin-protein ligase UHRF1 (Homo sapiens), Q96T88 | UHRF1 binding to methylated oligo | inhibition, % at 4.4 µM | hit rate 0.75% among 370,000 | AID 687016, 2013; in the data active = inhibition above about 21%;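 also: UHRF1 SRA domain binding a hemimethylated CpG hairpin DNA probe; 0% = median of test compound wells and 100% = reference inhibitor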
# Target sequence (Q96T88 whole entry, looked up, the tested form may be a part): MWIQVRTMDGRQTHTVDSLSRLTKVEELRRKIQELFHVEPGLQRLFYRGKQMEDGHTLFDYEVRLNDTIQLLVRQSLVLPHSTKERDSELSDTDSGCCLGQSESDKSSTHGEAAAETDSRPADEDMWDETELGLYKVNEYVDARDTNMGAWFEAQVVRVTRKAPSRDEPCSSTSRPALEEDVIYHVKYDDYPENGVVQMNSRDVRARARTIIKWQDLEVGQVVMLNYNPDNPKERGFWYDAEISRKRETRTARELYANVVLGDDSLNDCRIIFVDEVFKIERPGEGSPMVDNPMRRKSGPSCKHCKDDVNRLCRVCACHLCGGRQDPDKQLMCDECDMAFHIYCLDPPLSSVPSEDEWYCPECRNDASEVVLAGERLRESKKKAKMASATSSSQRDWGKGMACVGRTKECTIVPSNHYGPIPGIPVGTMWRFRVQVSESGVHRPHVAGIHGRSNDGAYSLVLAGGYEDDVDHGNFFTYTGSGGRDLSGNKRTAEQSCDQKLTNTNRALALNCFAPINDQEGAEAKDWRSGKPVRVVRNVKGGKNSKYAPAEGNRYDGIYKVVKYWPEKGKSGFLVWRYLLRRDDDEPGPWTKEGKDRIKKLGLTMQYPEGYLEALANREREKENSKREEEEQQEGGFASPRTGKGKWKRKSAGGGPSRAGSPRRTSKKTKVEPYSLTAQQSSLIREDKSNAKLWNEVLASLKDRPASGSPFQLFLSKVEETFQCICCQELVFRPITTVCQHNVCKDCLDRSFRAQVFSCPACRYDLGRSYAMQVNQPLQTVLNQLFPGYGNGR
# Starred values were filed as active, the others as inactive; · = no result given.
no.	molecule	TCR-CD3 inh	PG9 Ab binder	HTRA1 inhibitor	LEDGF integ inh	TDP2 inh	ABHD4 inh	SIAE primary	DDE Tn7 FP inh	PRMT1 FP inh	UHRF1 MBD2 ctr
1	O=C(CNC(=O)c1cccc(Br)c1)N/N=C/c1ccc[nH]1	1	-2.3	-6	5	-5	-4	8	-3	-1	-2
2	Cc1ccc(CNC(=O)Cn2c(=O)c3sccc3n(Cc3ccc([N+](=O)[O-])cc3)c2=O)cc1	7	-2.9	-8	-3	2	2	-25	1	-4	5
3	CCN(CC)C(=O)CC[C@H]1CC[C@]2(CCCN(C(=O)c3ccco3)C2)O1	·	·	·	-2	3	2	7	-6	5	0
4	COc1ccc(CNc2nc(NCc3ccc(OC)cc3)n(S(C)(=O)=O)n2)cc1	-7	1.0	1	0	-1	-1	1	0	-1	2
5	O=C(COC(=O)/C=C/C(=O)N1CCN(c2ccccc2)CC1)NCc1ccc(F)cc1	7	-0.1	-3	-4	-6	0	2	4	-4	64*
6	O=C(NC(=S)Nc1ccccc1N1CCCC1)c1cccs1	-3	-6.5	-1	7	-7	11	9	7	8	-9
7	C=CCn1c(SCC(=O)NCCc2ccccc2)nnc1C1CC1	8	-0.5	3	2	-5	5	0	2	1	-1
8	CC(NC(=O)C1CC1)c1ccc(-c2ccccc2)cc1 (centres undefined)	-5	-1.8	-3	2	-1	-4	4	3	-2	-1

# Rewritten as labelled records: two of the compounds above.
[4] COc1ccc(CNc2nc(NCc3ccc(OC)cc3)n(S(C)(=O)=O)n2)cc1
  TCR-CD3 inh: -7 | PG9 Ab binder: 1.0 | HTRA1 inhibitor: 1 | LEDGF integ inh: 0 | TDP2 inh: -1 | ABHD4 inh: -1 | SIAE primary: 1 | DDE Tn7 FP inh: 0 | PRMT1 FP inh: -1 | UHRF1 MBD2 ctr: 2
[5] O=C(COC(=O)/C=C/C(=O)N1CCN(c2ccccc2)CC1)NCc1ccc(F)cc1
  TCR-CD3 inh: 7 | PG9 Ab binder: -0.1 | HTRA1 inhibitor: -3 | LEDGF integ inh: -4 | TDP2 inh: -6 | ABHD4 inh: 0 | SIAE primary: 2 | DDE Tn7 FP inh: 4 | PRMT1 FP inh: -4 | UHRF1 MBD2 ctr: 64*

# Other compounds follow:
no.	molecule	TCR-CD3 inh	PG9 Ab binder	HTRA1 inhibitor	LEDGF integ inh	TDP2 inh	ABHD4 inh	SIAE primary	DDE Tn7 FP inh	PRMT1 FP inh	UHRF1 MBD2 ctr
9	COC(=O)c1ccc(NC(=O)Nc2ccccc2C)cc1	2	-0.2	-13	-1	2	-14	-13	0	-2	-1
10	c1ccc(N=P(N2CCOCC2)(N2CCOCC2)N2CCOCC2)cc1	2	0.3	1	-2	3	5	1	-2	-3	0
11	Cc1ccc(S(=O)(=O)NC(C(=O)N2CCOCCOCCOCC2)c2ccccc2)cc1 (centres undefined)	5	-0.3	·	2	7	-6	-8	4	0	1
12	CCN(CC)c1ccc(/C=c2\sc3nc4ccccc4n3c2=O)c(O)c1	28*	-0.4	-9	0	-15	25	4	4	19	-12
13	COCc1cc(C)nc2sc(C(=O)Nc3ccc(OC)cc3)c(N)c12	7	-1.6	0	-5	8	2	8	-5	-1	0
14	S=c1[nH]nc(Cc2cccs2)n1-c1ccccc1Cl	-3	-0.7	4	-1	2	6	4	2	1	0
15	Cc1cc(C)c(C(=O)C(C)OC(=O)Cn2cnc3c2c(=O)n(C)c(=O)n3C)cc1C (centres undefined)	-8	0.8	0	1	-8	-6	0	-5	5	1
16	COc1ccccc1CCN=C(N)NS(=O)(=O)c1cccs1	7	-2.2	0	-1	0	-2	11	-6	-1	6
17	CCOC(=O)C1=CCCN(S(=O)(=O)c2ccc(C)cc2)C1	-4	-0.1	·	-5	-2	4	-4	0	5	-3
18	CCCN1CCN(S(=O)(=O)c2ccc3c(c2)CCC(=O)N3)CC1	-2	2.2	-10	6	-15	-9	-1	5	-5	2
19	Cc1ccc(C(=O)Nc2nc(C(N)Cc3ccc(C(F)(F)F)cc3)cs2)cc1 (centres undefined)	-5	-0.1	·	6	5	17	0	6	4	-1
20	Cc1cnc(C(=O)OCC(=O)N(C(C)C)C(C)C)cn1	3	-2.4	6	1	-1	1	4	5	-2	0
21	COc1ccc(NC(=S)NCCCc2ccccc2)cc1	-4	0.2	-3	-3	0	4	-3	-1	2	4
22	COc1ccc(NC(=O)Nc2cccc(C)n2)cc1	-4	1.0	-7	0	1	0	-1	5	1	-2
23	N#Cc1nc(COc2ccccc2F)oc1N1CCCCCC1	3	1.7	-13	-4	-7	-13	-2	2	2	2
24	COc1cc(/C=C2\SC(=Nc3ccccc3)N(CCc3c[nH]c4ccccc34)C2=O)ccc1OC(C)C(=O)O (centres undefined)	-2	-1.0	-29	-3	-6	-12	-8	7	4	4

# 4 entries out of the list, ordered by SMILES length, ascending.
no.	molecule	TCR-CD3 inh	PG9 Ab binder	HTRA1 inhibitor	LEDGF integ inh	TDP2 inh	ABHD4 inh	SIAE primary	DDE Tn7 FP inh	PRMT1 FP inh	UHRF1 MBD2 ctr
21	COc1ccc(NC(=S)NCCCc2ccccc2)cc1	-4	0.2	-3	-3	0	4	-3	-1	2	4
23	N#Cc1nc(COc2ccccc2F)oc1N1CCCCCC1	3	1.7	-13	-4	-7	-13	-2	2	2	2
20	Cc1cnc(C(=O)OCC(=O)N(C(C)C)C(C)C)cn1	3	-2.4	6	1	-1	1	4	5	-2	0
24	COc1cc(/C=C2\SC(=Nc3ccccc3)N(CCc3c[nH]c4ccccc34)C2=O)ccc1OC(C)C(=O)O (centres undefined)	-2	-1.0	-29	-3	-6	-12	-8	7	4	4

# Additional entries
no.	molecule	TCR-CD3 inh	PG9 Ab binder	HTRA1 inhibitor	LEDGF integ inh	TDP2 inh	ABHD4 inh	SIAE primary	DDE Tn7 FP inh	PRMT1 FP inh	UHRF1 MBD2 ctr
25	Cc1ccc(NC(=O)NNC(=O)CSC2CCc3ccccc32)c(C)c1 (centres undefined)	-6	1.1	·	-3	4	9	0	-1	4	1
26	Cc1cc(NC(C)C)n2c(nc3ccccc32)c1C#N	-6	0.4	-2	0	11	2	2	2	-2	-2
27	O=C1CCc2cc(S(=O)(=O)Nc3ccc(C(F)(F)F)cc3)cc3c2N1CC3	6	-0.5	0	3	2	-6	2	3	-8	-1
28	COC(=O)C1CN(CCc2ccccc2)CCS(=O)(=O)N1Cc1ccc(C(F)(F)F)cc1 (centres undefined)	·	·	·	-1	-2	-8	0	4	4	-1
29	CCCCC(=O)OCc1cn(-c2ccc(Cl)cc2)nn1	-9	0.7	-3	0	-10	-4	1	0	-1	1
30	Nc1ncnc2c1ncn2[C@@H]1O[C@H](C(=O)N[C@H]2c3ccccc3C[C@H]2OC=O)[C@@H](O)[C@H]1O	2	0.0	·	-2	-2	2	0	-2	-2	-4
31	COc1ccc(S(=O)(=O)Cc2ccc(C(=O)NC3CCCCCC3)o2)cc1	1	-1.7	-4	2	2	5	5	-4	-1	1
32	COc1ccccc1N1CCN(C(=O)C2CCCN(S(=O)(=O)c3ccc4c(c3)CCCN4C(C)=O)C2)CC1 (centres undefined)	2	-0.3	1	1	-6	6	-5	1	1	-1

# Next entries.
No.	canonical_smiles	TCR-CD3 inh	PG9 Ab binder	HTRA1 inhibitor	LEDGF integ inh	TDP2 inh	ABHD4 inh	SIAE primary	DDE Tn7 FP inh	PRMT1 FP inh	UHRF1 MBD2 ctr
33	COc1ccc(CNC(=O)COC(=O)c2ccc(OCc3c(C)noc3C)cc2)cc1OC	4	2.3	-4	-2	-1	-3	0	2	-1	-3
34	COc1ccc2nc(C)c(C(=O)NN)cc2c1	-7	0.9	-11	-2	0	3	3	4	0	-2
35	OC(c1cccc(Cl)c1)c1nc(-c2ccccc2)cs1 (centres undefined)	2	2.8	·	-1	0	-22	-6	11	1	0
36	C=C(C)CN(CC)Cc1c(C(=O)N(C)CCCC)nc2ccccn12	12	-0.5	-6	0	-4	5	-2	5	-2	0
37	CCn1c(=O)c(C(=O)Nc2ncccc2C)c(O)c2ccccc21	1	-2.0	-23	3	-14	-3	-4	8	-2	0
38	CC(C)N1CCCCC(NC(=O)C(C)(C)C)C1=O (centres undefined)	·	·	·	4	7	0	-5	-7	-2	-1
39	Cc1nc(C)c(C(=O)C2=C(O)C(=O)N(CCCn3ccnc3)C2c2ccccc2)s1 (centres undefined)	4	-1.8	2	-3	-7	-6	1	5	2	-4
40	O=C(NCC(=O)N1CCCC1)c1ccccc1F	-2	-1.7	0	0	6	0	2	0	5	0
41	Cc1ccc(Oc2cccc3c2S(=O)(=O)N([C@H](C)c2ccccc2)C[C@@H](COCc2ccccc2)O3)cc1	12	-0.8	·	2	7	-6	-1	3	0	0
42	COC(=O)C(C(=O)OC)c1cc2c(cc1CNS(=O)(=O)c1ccc(C)cc1)OCO2	-4	-2.0	·	1	7	4	2	4	-2	3
43	CCOc1ccc(-c2cnc3cccnn23)cc1	-14	-0.2	·	0	-10	-4	-1	-9	-2	2
44	CCOc1ccc(S(=O)(=O)N2CCCCC2)cc1NC(=O)C1=COCCO1	3	-3.3	-5	2	11	5	3	3	1	-1
45	Cc1ccccc1CSCc1nc2ccccc2[nH]1	6	-1.1	-5	0	7	-1	6	2	1	-4
46	CCOC(=O)C1CCCN(C2CC(=O)N(c3ccc(C)c(C)c3)C2=O)C1 (centres undefined)	-3	-0.8	0	-1	-9	1	-6	-10	46*	5
47	COc1ccccc1CNc1nc2cc(-c3ccsc3)sc2c(=O)n1C	6	-1.8	·	0	-3	-16	-22	2	4	-2
48	Cc1c(O)nc(SCC(=O)Nc2cccc(C(F)(F)F)c2)n(-c2ccccc2)c1=O	-7	1.0	1	1	-15	5	3	-3	95*	4
49	O=C(OCC(=O)c1ccc(S(=O)(=O)N2CCCC2)cc1)C1=COCCO1	5	-0.1	0	0	-2	3	-2	7	3	-1
50	CCOC(=O)C1(Cc2ccccc2)CCN(Cc2cc(=O)c3ccccc3[nH]2)CC1	-5	-1.0	-7	2	10	-2	0	-2	0	0
